CCT chaperon mod: cytosolic chaperonin activity modulation; purified chaperonin ATPase assay, HTRF ADP detection, 30 min; activity change, % (no concentration beside the values), hits read low; actives 0.3% (n = 360,000); in the data active means activity change below about -30%; further: on the % scale 0 is the no-effect control and ±100 the full control effect
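First, chaperonin was dispensed at 40 nM or 20 nM final depending on batch activity. Next, compounds were pinned at 76 uM and ATP added at 10 uM. After 30 min at 37 °C, ADP detection reagents ran 30 min at ambient temperature.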
TGFb SMAD3 inh: inhibitors of TGF-b signaling. HepG2 CAGA-GFP TGF-b/SMAD3 reporter, GFP fluorescence, 18 h; TGF-beta stimulated, 500 pg/mL final. Potency, µM (top dose mostly 46.1 µM), without a hit: at the highest dose activity, negative = inhibition, most hits filed as inhibitors. actives 1.2% (n = 410,000); further: potency means the concentration at half of the fitted maximal effect; on the % scale 0 is the no-effect control and ±100 the full control effect; nearly all actives have a fitted effect of over 65% in size
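TGF-beta reporter screen: HEPG2 CAGA-GFP, 1% FBS, 500 pg/mL TGF-beta final, 18 h; per-cell GFP summed per well; curves fitted and categorized by class.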
Nrf2 block: blocks Nrf2 signaling; A549 ARE-Fluc reporter, luciferase luminescence, 18-24 h; Potency, µM (series often up to 46 µM), inactives show at the highest dose activity change, negative = inhibition, most hits filed as inhibitors; actives 2.1% (n = 360,000); further: potency means the concentration at half of the fitted maximal effect; on the % scale 0 is the no-effect control and ±100 the full control effect; nearly all actives have a fitted effect of over 60% in size
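Cells were seeded and rested 2 h, then exposed to compounds for 18-24 h. CellTiter-Fluor was read first as a viability measure. BugLite was added 15 min before the final luminescent read of ARE-luciferase activity in A549 cells.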
Nrf2 ARE act: Nrf2 pathway activation; AREc32 ARE-luciferase reporter (MCF7-derived line), luminescence, 24 h; Potency, µM (doses to about 46.1 µM), without a hit: top-dose activation, actives largely listed as activators; actives 0.31% (n = 410,000); further: potency means the concentration at half of the fitted maximal effect; % of control where 0% means no effect; nearly all actives have a fitted effect of over 65% in size
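Nrf2 activation is followed as ARE-luciferase induction in the AREc32 line after one day of compound treatment; luminescence is read with Steady-Glo.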
A549 viability: A549 cytotoxicity, counter-screen for Nrf2 inhibitors; A549 ARE-Fluc cells, CellTiter-Fluor viability, 18-24 h; Potency, µM (doses to about 46 µM), inactives show at the highest dose activity change, negative = cytotoxicity, usual class: inhibitors; actives 0.16% (n = 390,000); AID 504648; further: potency means the concentration at half of the fitted maximal effect; on the % scale 0 is the no-effect control and ±100 the full control effect
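A549 ARE_Fluc cells in 5% FBS OPTI-MEM were exposed to compounds in concentration-response for 18-24 h at 37 deg C. Viability was read by CellTiter-Fluor fluorescence (Ex 405/Em 525) after 30 min, before the luciferase read.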
EPAC2 ag: EPAC2 (human) agonism; actives 0.079% (n = 360,000); Q8WZA2; EPAC2 activation, biochemical qHTS; response scale: 100% = 6.5 mM cAMP response; AID 720711; Potency, µM (doses to about 154 µM), inactives show at the highest dose activation, hits mostly activators; further: potency means the concentration at half of the fitted maximal effect; nearly all actives have a fitted effect of over 50% in size
Target sequence (Q8WZA2 whole entry, looked up): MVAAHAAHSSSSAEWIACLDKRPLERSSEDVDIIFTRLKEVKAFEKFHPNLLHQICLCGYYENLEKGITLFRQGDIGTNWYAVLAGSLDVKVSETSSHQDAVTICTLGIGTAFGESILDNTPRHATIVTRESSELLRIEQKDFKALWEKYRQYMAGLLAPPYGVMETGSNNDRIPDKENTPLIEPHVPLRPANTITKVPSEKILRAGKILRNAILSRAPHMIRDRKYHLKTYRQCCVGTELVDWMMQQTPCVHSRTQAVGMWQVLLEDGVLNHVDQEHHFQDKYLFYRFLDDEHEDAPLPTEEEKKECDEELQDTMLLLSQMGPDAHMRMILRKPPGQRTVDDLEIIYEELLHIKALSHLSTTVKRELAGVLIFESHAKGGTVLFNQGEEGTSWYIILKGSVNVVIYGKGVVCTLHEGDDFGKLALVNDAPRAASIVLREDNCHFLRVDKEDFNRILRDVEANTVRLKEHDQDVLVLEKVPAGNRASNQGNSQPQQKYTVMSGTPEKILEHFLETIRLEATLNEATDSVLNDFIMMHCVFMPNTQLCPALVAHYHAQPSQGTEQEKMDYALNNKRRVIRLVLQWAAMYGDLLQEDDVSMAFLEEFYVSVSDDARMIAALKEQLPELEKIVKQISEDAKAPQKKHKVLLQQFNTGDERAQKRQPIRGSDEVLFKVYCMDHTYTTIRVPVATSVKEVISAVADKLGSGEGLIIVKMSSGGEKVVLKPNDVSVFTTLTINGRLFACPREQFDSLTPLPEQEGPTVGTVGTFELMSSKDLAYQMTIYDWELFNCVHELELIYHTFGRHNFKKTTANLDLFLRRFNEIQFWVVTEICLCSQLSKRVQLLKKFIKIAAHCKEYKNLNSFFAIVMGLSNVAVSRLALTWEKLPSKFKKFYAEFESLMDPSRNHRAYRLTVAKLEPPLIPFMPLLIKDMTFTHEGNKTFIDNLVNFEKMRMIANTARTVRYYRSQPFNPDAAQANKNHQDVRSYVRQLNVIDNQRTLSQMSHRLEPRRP
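Compounds were added across a concentration range to EPAC2 (100 nM), RAP1B-BODIPY-GDP (250 nM) and GDP (50 uM). After 5 min at room temperature, fluorescence was recorded at 5-min intervals for 30 min.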
MmCpn inh: M. maripaludis TRiC chaperonin inhibition; purified Mm-Cpn ATPase, ADP Transcreener TR-FRET; Potency, µM (highest dose often 76.9 µM), without a hit: top-dose activity, negative = inhibition, actives largely listed as inhibitors; actives 0.031% (n = 330,000); further: potency means the concentration at half of the fitted maximal effect; on the % scale 0 is the no-effect control and ±100 the full control effect; nearly all actives have a fitted effect of over 80% in size
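ATPase turnover read by TR-FRET ADP competition (Eu cryptate antibody/ADP-d2, 665/590 nm): 10uM ATP final, 25nM Mm-CPN final, 30 min 37degC after 10-min compound preincubation, pH 7.4 Tris/KCl/MgCl2/DTT buffer.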
Akt phos inh: Akt phosphorylation inhibition. activity change, % for hits at 50 µM. AID 651550. actives 0.32% (n = 360,000). Neuro2A IGF-stimulated pAkt S473 HTRF, 20 min; hits give low values; in the data active means activity change below about -80%; inconclusive means mostly about -51% to -80%; further: on the % scale 0 is the no-effect control and ±100 the full control effect
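Neuro2A cells in DMEM with 0.5% FBS, overnight at 37 deg C, given compound at single 50 µM final, then IGF (6 nM final) for 20 min at 37 deg C. Lysed; phospho-Akt Ser473 by HTRF after 24 h, 665/615 ratio.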
EPAC2 antag: blocks human EPAC2 exchange factor. EPAC2 GEF exchange of Rap1B-BODIPY-GDP, fluorescence. Potency, µM (doses to about 114 µM), for inactives: at the highest dose activity, negative = inhibition, most hits filed as inhibitors. Q8WZA2. actives 0.18% (n = 360,000); further: potency means the concentration at half of the fitted maximal effect; on the % scale 0 is the no-effect control and ±100 the full control effect; nearly all actives have a fitted effect of over 45% in size; many of its hits are not listed in these tables
Active calls of the source: *; i = inactive; ? = inconclusive; / = no result given; [ ] = another dose, or the depositor's remark. Unless noted, the call rests on the fitted dose curve; in most records, active means well fitted curve in the direction sought with a large enough effect; inconclusive means small, poorly fitted or top-dose-only effect, or another doubt; inactive means no such curve, though single readings can be large; an effect the other way counts as inactive or inconclusive. Some of the compounds tested; rates above refer to the full screens.

SMILES | CCT chaperon mod | TGFb SMAD3 inh | Nrf2 block | Nrf2 ARE act | A549 viability | EPAC2 ag | MmCpn inh | Akt phos inh | EPAC2 antag
CSc1nc(SCC(=O)O)c2sc3nc(-c4ccccc4)c4c(c3c2n1)CCC4 | 1.3 | ? | 5% | 3.2% | 2% | -2% | 0% | i | 8%
O=S(=O)(NN1CCOCC1)c1ccc(Cl)s1 | 0.2 | -17% | 2% | -0.4% | 12% | 3% | -6% | i | -24%
CCC1([N+](=O)[O-])COC(C=Cc2ccccc2)OC1 (stereo not given) | -0.9 | -1% | ? | 4.1% | 2% | 5% | / | i | 0%
O=C(CN1C(=O)C2CCCCC2C1=O)Nc1cc([N+](=O)[O-])ccc1F (stereo not given) | -0.3 | 0% | 10% | -1.1% | -8% | 1% | 2% | i | 6%
O=C(CCCSc1nc2ccccc2c(=O)[nH]1)c1ccccc1 | 0.6 | -13% | -3% | -0.2% | -8% | 2% | -9% | i | 3%
Cc1ccc2nc(SCC(=O)N/N=C/c3ccco3)cc(C)c2c1 | 0.8 | -21% | 2% | 18% | 1% | 0% | 2% | i | -8%
O=C(NNC(=O)C1C2C=CC(C2)C1C(=O)O)c1cc(Cl)ccc1O (stereo not given) | 2.0 | 0% | 4% | 2.1% | 5% | 7% | -3% | i | 12%
OC(CN1CCN(C(c2ccccc2)c2ccccc2)CC1)c1ccccc1 (stereo not given) | 0.7 | -24% | 3% | 0.2% | -9% | 11% | 0% | i | -7%
CCCOc1ccc(NC(=O)CC2C(=O)Nc3ccccc3N2CC(=O)N2CCCC2)cc1 (stereo not given) | -3.6 | ? | ? | 2.4% | -10% | -2% | 1% | i | 0%
COc1cccc(N2CCN(S(=O)(=O)c3ccc4c(c3)oc(=O)n4C)CC2)c1 | 1.3 | -2% | 5% | -0.7% | 2% | 9% | 0% | i | 4%
O=C(CN1CCN(c2cccc(Cl)n2)CC1)N1CC(O)CO1 (stereo not given) | -0.5 | 26% | 5% | -0.2% | 1% | 6% | -5% | i | 2%
O=C(NCCc1csc(-c2ccccc2)n1)c1c(F)cccc1Cl | 0.9 | -13% | ? | 0.5% | -2% | 10% | -4% | i | 4%
Cc1nc(SC2CC(=O)N(c3ccccc3)C2=O)n[nH]1 (stereo not given) | -2.8 | -9% | -4% | 0.5% | 1% | 8% | 4% | i | -5%
OC1(c2cccc(C(F)(F)F)c2)CCN(Cc2nnnn2CCc2ccccc2)CC1 | 1.0 | -14% | / | 2.7% | 0% | 8% | -1% | i | 0%
Cc1cc(C)cc(N(CC(=O)O)S(=O)(=O)c2c(C)[nH]c(=O)[nH]c2=O)c1 | -1.8 | 6% | ? | 0.4% | 7% | 0% | 3% | i | 0%

Two entries picked at random from the list so far:
SMILES | CCT chaperon mod | TGFb SMAD3 inh | Nrf2 block | Nrf2 ARE act | A549 viability | EPAC2 ag | MmCpn inh | Akt phos inh | EPAC2 antag
Cc1ccc2nc(SCC(=O)N/N=C/c3ccco3)cc(C)c2c1 | 0.8 | -21% | 2% | 18% | 1% | 0% | 2% | i | -8%
O=C(CN1C(=O)C2CCCCC2C1=O)Nc1cc([N+](=O)[O-])ccc1F (stereo not given) | -0.3 | 0% | 10% | -1.1% | -8% | 1% | 2% | i | 6%

Next compounds.
SMILES | CCT chaperon mod | TGFb SMAD3 inh | Nrf2 block | Nrf2 ARE act | A549 viability | EPAC2 ag | MmCpn inh | Akt phos inh | EPAC2 antag
O=C(NC1CCCCC1)C1CCCN(c2nnnn2-c2ccccc2)C1 (stereo not given) | -3.0 | -1% | / | 0.3% | -8% | 2% | 1% | / | -4%
CCn1c(COc2ccc(Cl)c(C)c2)nnc1SCC(=O)N1CCCC1 | -5.7 | -18% | -4% | -0.6% | 9% | 5% | 0% | i | 13%
S=C1NCCOCCOCCOCCNC(=S)N2CCOCCOCCN1CCOCCOCC2 | 3.2 | 3% | -2% | 0.1% | -8% | 6% | -4% | i | 2%
Cc1cc(C(=O)c2ccc(C(C)(C)C)cc2)c(NC(=O)CCl)s1 | 0.0 | 16µM* | 7% | 5.0% | 3% | 7% | -1% | i | -15%
CCCN1CCC(NC(=O)Cc2cccc(C)c2)CC1 | -1.4 | -2% | 0% | -0.5% | 0% | 0% | 2% | i | 3%
Cc1ccc(-c2nnc(N3CCN(CCO)CC3)c3ccccc23)cc1 | -1.0 | -21% | 2% | -0.3% | 4% | 5% | 1% | i | 1%
COc1ccc(C/C(C)=N/NC(=O)c2ccc(Cl)cc2)cc1 | -2.4 | -15% | 14% | 2.8% | 1% | -2% | -1% | i | 0%
CCOC(=O)N1CCN(C(=S)NC(=O)c2nn(C)cc2Br)CC1 | -0.7 | 8% | -2% | -0.3% | -8% | 5% | 1% | i | -3%
N=C1c2c(cc(=O)n3c2[nH]c2ccccc23)CN1CCN1CCOCC1 | -0.5 | -2% | 38% | 0.2% | 6% | 0% | -2% | i | 1%
Cc1noc(NS(=O)(=O)c2ccc(NC(=O)/C=C/c3ccc(Br)cc3)cc2)c1C | -0.8 | 11% | ? | 4.0% | 22% | -2% | -3% | i | -9%
CC(=O)c1cccc(NC(=O)C(C)OC(=O)c2cc(=O)[nH]c3ccccc23)c1 (stereo not given) | 3.2 | 12% | 28% | -0.4% | -7% | 4% | 1% | i | -2%
O=C(OCCc1ccccc1)c1cc(O)c(O)c(O)c1 | -2.2 | -28% | 4% | 8.4% | -3% | -9% | 4% | i | -8%
O=C(NCCc1ccccc1)C1CCN(S(=O)(=O)c2ccc(-n3cnnn3)cc2)CC1 | -2.0 | 32%[activator] | 7% | -0.3% | 2% | -1% | 0% | i | -2%
Fc1c(F)c(F)c(NC2=NCCCCC2)c(F)c1F | -0.9 | -20% | -4% | 0.5% | 5% | 2% | -2% | i | 6%
COc1ccc(C(=O)/C=C2/c3ccccc3CC(C)(C)N2C)cc1OC | 3.1 | -26% | 12% | -0.4% | -2% | -2% | 0% | i | 3%
Cc1cc(C)nc(NC(=O)NS(=O)(=O)Nc2ccc(Br)cn2)n1 | 0.4 | -5% | 10% | 0.5% | 0% | 1% | 1% | i | 7%
CCc1nc2ccc(C(=O)Nc3ccc(OC)c(OC)c3)cn2c1N(CC)CCOC | -0.8 | -18% | / | 3.2% | / | 2% | / | i | 2%
CNc1nnc(-c2ccco2)s1 | 2.0 | 24% | 4% | 4.5% | 1% | -3% | -14% | i | 25%
Cc1ccc(NS(=O)(=O)c2ccc(-n3cccn3)cc2)c(Cl)c1 | -1.0 | -2% | / | -0.3% | / | 6% | / | i | 8%
Cc1ccc(C2=NC(C)(C)NC2=O)cc1 | -1.0 | -24% | -6% | -0.1% | -3% | 1% | 2% | i | 3%
COc1ccc(-c2nc3c(C(=O)NCCN(C)C)cccc3c3ccccc23)cc1 | -2.1 | 0% | -21% | ? | ? | 0% | / | i | 5%
CC(C)(C)c1ccc(C2NC(=O)c3n[nH]c(-c4cccs4)c32)cc1 (stereo not given) | / | ? | ? | -1.4% | -8% | / | / | / | /
Clc1ccc(CNc2ncnc3onc(-c4ccc(Cl)cc4)c23)cc1 | / | ? | ? | 5.3% | -3% | / | / | / | /
Cc1cc(NC(=O)CSc2nnnn2-c2ccccc2)no1 | 1.0 | -5% | -14% | -0.1% | 2% | 2% | -4% | i | -3%
COc1ccc(NC(=O)c2ccc3ccccc3c2)cc1 | 1.9 | 3% | ? | 9.2% | 6% | 2% | -3% | i | 6%
O=C(CSCc1ccc(F)cc1)NCc1cccs1 | 2.9 | 21% | -17% | 4.7% | 3% | 0% | 1% | i | -2%
CCOC(=O)c1sc(Nc2nc3c(OC)cccc3s2)cc1C | 3.5 | ? | ? | 4.9% | ? | 7% | -15% | i | -16%
COc1cc(CN(C(=O)c2ccco2)C2CCS(=O)(=O)C2)cc(OC)c1OC (stereo not given) | -2.5 | -1% | 0% | 0.4% | 4% | 0% | 1% | i | -5%
CCCC(=O)c1c(NC(C)C)cc(C)oc1=O | -0.8 | 8% | / | -0.4% | 17% | -17% | 0% | / | -16%
O=C(NC1CCCCC1)C(c1cccnc1)N(C(=O)c1csnn1)c1ccc(F)cc1 (stereo not given) | -2.4 | 0% | -8% | -0.3% | -3% | 9% | 5% | i | -2%
N#C/C(=C/c1ccncc1)c1nc2ccccc2s1 | -3.4 | 42%[activator] | ? | ? | -3% | 0% | -3% | i | 13%
COc1ccc(S(=O)(=O)N(Cc2ccc(OC)c(OC)c2)Cc2ccco2)cc1 | -3.2 | ? | -28% | 6.9% | -4% | 12% | 1% | i | -2%
COc1ccc(-c2sc3ccccc3c2C#Cc2cncn2C)cc1 | -1.5 | ? | -8% | 11% | -3% | 3% | -16% | i | -21%
CC1CCC/C(=N\NC(=O)COc2ccc(Cl)cc2Cl)C1 (stereo not given) | -2.8 | ? | -21% | 0.2% | -22% | -7% | 1% | i | 2%
COc1ccc(Cl)cc1NS(=O)(=O)c1cc(Cl)ccc1OC | -2.1 | -11% | -4% | -0.2% | 2% | 1% | -3% | i | -3%
Cc1c2n(c3ccccc13)CC/C2=N\O | -1.4 | -1% | 2% | 0.5% | 7% | 7% | -6% | i | -11%
Cc1ccc2oc(-c3ccc(C)c(NC(=O)c4ccc(N5CCC(C)CC5)c([N+](=O)[O-])c4)c3)nc2c1 | / | ? | ? | 1.8% | 13% | / | / | / | /
O=c1[nH]c2ccc(S(=O)(=O)Nc3ccccc3O)cc2[nH]1 | 1.4 | 19% | -5% | -0.7%[9.22 µM] | 9% | 7% | 0% | i | -1%
CCS(=O)(=O)c1ccc(O)c(Nc2cc(C)nc(SC)n2)c1 | / | -2% | 16% | 6.7% | 5% | / | / | / | /
